# Assay outcomes as filed in PubChem BioAssay.
# FLuc inhib CS: counter-screen for luciferase assay inhibitors: firefly luciferase inhibition. P08659. ATPLite firefly luciferase biochemical luminescence, 10 min. inhibition, % at 10 µM. 200,000 compounds, 1.5% hits. AID 1006;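 active = inhibition above about 50% when tested at 10 µM, limit read from the data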
# Target sequence (P08659 whole entry, looked up): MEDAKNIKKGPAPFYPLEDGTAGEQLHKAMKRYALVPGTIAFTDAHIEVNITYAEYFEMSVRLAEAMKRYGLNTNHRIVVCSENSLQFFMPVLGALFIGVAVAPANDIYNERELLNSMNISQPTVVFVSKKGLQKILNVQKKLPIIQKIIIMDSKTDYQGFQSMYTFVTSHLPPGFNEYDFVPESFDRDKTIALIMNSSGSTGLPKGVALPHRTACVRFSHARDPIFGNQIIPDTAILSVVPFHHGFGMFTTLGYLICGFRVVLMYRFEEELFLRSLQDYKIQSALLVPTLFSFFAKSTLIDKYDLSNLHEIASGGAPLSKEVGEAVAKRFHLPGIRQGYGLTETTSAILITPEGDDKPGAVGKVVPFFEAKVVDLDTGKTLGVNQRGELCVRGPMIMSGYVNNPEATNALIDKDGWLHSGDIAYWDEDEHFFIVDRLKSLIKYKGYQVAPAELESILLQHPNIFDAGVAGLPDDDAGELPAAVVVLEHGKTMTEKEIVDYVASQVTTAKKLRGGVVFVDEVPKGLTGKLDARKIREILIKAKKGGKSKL
# FLuc act counter: affects firefly luciferase, flagging false hits in luciferase stimulation screens; P08659; ATPlite luciferase biochemical, luminescence, 10 min; 0 = ATP-free wells, 1 = DMSO control; activation factor at 10 µM; 200,000 tested, under 10 active;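 active = luciferase activation factor, scaled between plate controls, of at least 2 with compound at 10 µM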
#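 System: luciferase plus luciferin reagent, cell-free; medium: PBS as buffer for the ATP substrate; dosing: test compounds dosed from 2 mM stocks in 100% DMSO; timing: 10 min post-reagent at room temperature; measured by: luminescence measurement of luciferase light output; evaluation: luciferase activation, seen as luminescence increase over controls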
# bIAP act: increases bovine intestinal alkaline phosphatase activity; activation factor at 20 µM; purified bovine IAP, CDP-star luminescence, 30 min; active compounds read high; fold of DMSO-control signal, blank-subtracted; AID 1016; 200,000 compounds, 0.17% hits;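 active = activation factor of 2 or more at 20 µM, a signal rise over negative controls twice the positive control's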
# TNAP act hiacc: activators of human TNAP at high phosphate acceptor concentration; P05186; purified TNAP, CDP-star luminescence, 1 M DEA, 30 min; active compounds read high; 0 = EDTA background, 1 = DMSO-only activity; activation factor at 20 µM; 200,000 tested, under 10 active; AID 1136;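 active = activation factor at least 2 at 20 µM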
# Target sequence (P05186 whole entry, looked up): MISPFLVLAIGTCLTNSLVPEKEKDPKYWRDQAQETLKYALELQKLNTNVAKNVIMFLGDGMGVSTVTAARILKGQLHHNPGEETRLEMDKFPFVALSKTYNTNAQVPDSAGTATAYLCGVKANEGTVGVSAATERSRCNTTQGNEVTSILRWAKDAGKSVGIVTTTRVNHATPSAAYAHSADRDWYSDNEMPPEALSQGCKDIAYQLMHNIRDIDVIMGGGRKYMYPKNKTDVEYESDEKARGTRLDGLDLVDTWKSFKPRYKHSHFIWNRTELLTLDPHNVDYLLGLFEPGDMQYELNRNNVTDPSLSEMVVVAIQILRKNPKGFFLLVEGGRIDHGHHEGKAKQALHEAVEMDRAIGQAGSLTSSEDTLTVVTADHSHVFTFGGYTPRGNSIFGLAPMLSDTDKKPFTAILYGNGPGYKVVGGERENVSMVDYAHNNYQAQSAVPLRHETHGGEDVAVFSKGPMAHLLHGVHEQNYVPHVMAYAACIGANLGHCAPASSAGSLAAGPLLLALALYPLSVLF
#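 Test system – human TNAP · Doses – 20 µM single point · Incubation – 30 min, room temperature · Signal – luminescent substrate turnover signal · Read-out basis – activation factor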
# RAM inhibit: blocks the yeast RAM network. AID 868. inhibition, % at 50 µM. S. cerevisiae dse1pr::URA3 reporter, 5-FOA growth OD615, 2 d; analog-sensitive cbk1-as2 kinase mutant strain. 190,000 compounds, 1.8% hits;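 active = inhibition above a set limit, 3 SD over mean compound inhibition, cut at about 8.4% in these data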;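 also: 0% = DMSO-only wells with no growth and 100% = 10 µM 1-NA-PP1 full growth; inhibition rescues growth on 5-FOA so higher OD means more RAM inhibition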
# TNAP inh noacc: inhibitors of human TNAP without phosphate acceptor | inhibition, % at 20 µM | purified TNAP, CDP-star luminescence, 30 min | 200,000 compounds, 0.26% hits | P05186;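 active = tissue-nonspecific alkaline phosphatase inhibition above about 50% at 20 µM in the single-dose screen, limit read from the data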;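 also: 0% = DMSO negative control and 100% = EDTA positive control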
# APP 5UTR inh: APP translation inhibition. SH-SY5Y APP 5'UTR-luciferase reporter, luminescence. inhibition, % at 2 µM. 190,000 compounds, 0.82% hits;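 active = inhibition above a set limit, derived from the sample mean plus 3 SD, cut at about 45% in these data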; also: values of inactives mirror those of a sister screen read the other way
# bIAP inhibitor: intestinal alkaline phosphatase (bovine) inhibition; AID 1019; inhibition, % at 20 µM; 190,000 tested, under 10 active; purified bovine IAP, CDP-star luminescence, 30 min;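 active = over 50% inhibition of intestinal alkaline phosphatase at 20 µM in the single-dose screen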
#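 Assay system: bovine IAP enzyme; medium: DEA buffer 100 mM, pH 9.8, with MgCl2 1.0 mM, ZnCl2 0.02 mM; doses: 20 µM single dose; incubation: enzyme reaction for 30 min at room temperature; detection: CDP-star luminescence signal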
# TNAP inh hi DEA: inhibitors of human TNAP at high phosphate acceptor concentration; P05186; purified TNAP, CDP-star luminescence, 1 M DEA; inhibition, % at 20 µM; 200,000 compounds, 0.03% hits;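 active = over 50% inhibition of tissue-nonspecific alkaline phosphatase at 20 µM in the single-dose screen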;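 also: plate controls were DMSO wells for no effect and EDTA-quenched wells as full inhibition for full effect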
# Lmaj promast: reduces viability of Leishmania major promastigotes; 200,000 compounds, 9% hits; resazurin fluorescence viability; inhibition, % at 10 µM; in the data active = inhibition above about 50%;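 also: promastigotes grown with compound for 44 hours at 28 °C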
# Starred values were filed as active, the others as inactive; nt = not tested or not shown.
SMILES,FLuc inhib CS,FLuc act counter,bIAP act,TNAP act hiacc,RAM inhibit,TNAP inh noacc,APP 5UTR inh,bIAP inhibitor,TNAP inh hi DEA,Lmaj promast
O=C(CSc1nc2ccccc2c(=O)[nH]1)c1ccccc1,-2,1,1,1.1,2.3,-11,-14,-4,-6,32
CCC(=O)OCCn1c(=O)c2cc3c(=O)n(CCOC(=O)CC)c(=O)c3cc2c1=O,-6,1.1,1,1,0.1,-7,-17,1,-3,-3
COC(=O)Cc1c(C)c2c(O)cc(C)cc2oc1=O,-5,1,0.9,1,0.4,-12,-3,11,-3,-7
O=C(O)CC(=O)Nc1cc(Cl)ccc1O,-10,1.1,1,1.1,-0.1,-14,15,2,-7,1
N#Cc1c2n(c(=S)n(-c3ccccc3)c1=O)CCCCC2,-11,1.1,1,1.1,0.0,-18,-3,-4,-7,-3
CCOC(=O)c1ccc2nc(NC(=O)C(C)C)sc2c1,17,0.8,1,0.9,-0.3,-2,-122,4,6,1
Cc1cc(NCc2ccccn2)ccc1Br,3,1,0.8,1,0.3,-11,-48,18,-3,6
COC(=O)c1ccc(CSc2nncn2N)cc1,0,1,1.1,1,-1.1,-9,0,-10,0,-3
CCCCCC(=O)N/N=C(\C)c1ccc(Cl)cc1,4,1,0.9,1,1.6,-3,4,9,-4,0
CCCCn1c(CCNC(=O)CCC)nc2ccccc21,-5,1.1,0.9,1,0.1,-7,1,8,0,6
CN1C(=O)/C(=C/c2ccccc2OCc2ccccc2F)NC1=S,-7,1.1,1,1,7.3,-10,4,4,0,62*
CCOC(=O)C1CCCN(c2c(N3CCc4ccccc4C3)c(=O)c2=O)C1 (stereo not given),-11,1.1,0.9,1.1,-0.2,-7,-1,9,-8,0
CCOC(=O)CCSCC(=O)Nc1nnc(C)s1,0,1,0.9,1.1,0.2,-16,-14,15,-5,-5
CCc1[nH]nc2c1C1(C(=O)N(Cc3ccccc3)c3ccccc31)C(C#N)=C(N)O2 (stereo not given),1,1,1.2,1,2.0,-7,-6,-18,-3,36
O=C1c2ccccc2C(=O)C12OC2c1ccc(Cl)cc1Cl (stereo not given),-9,1.1,1.1,1,2.7,-4,25,-12,-4,33
Cc1cc(N2CCOCC2)c2c(N)cc(C)c(C)c2n1,-5,1,0.9,1,1.2,-9,7,10,-2,5
O=C1NCCc2c1[nH]c1c(Cl)ccc(Cl)c21,-2,1,1,1,0.5,-4,14,3,0,5
O=C(Nc1ccc2c(c1)OCCO2)c1c(F)c(F)c(F)c(F)c1F,-4,1,0.9,1,0.3,-13,12,12,-3,-7
OCCN1CCOCCN(CCO)CCN(CCO)CC1,-4,1,1.5,1.1,2.1,-85,6,-46,-8,-4
Cc1ccccc1Cn1cc(S(=O)(=O)CC(=O)Nc2nccs2)c2ccccc21,-6,1.1,0.9,1,8.4*,-1,29,12,-2,30
CC(=O)Nc1nonc1-c1ccccc1,-6,1.1,1,1.1,0.8,-14,-16,0,-6,-6
N#Cc1ccccc1NC(=O)CSc1nnc(-c2ccccc2O)n1-c1ccccc1,-5,1,0.9,1,10*,0,38,8,-4,1
CN=C1c2cc3cc(OC)ccc3n2CCN1Cc1ccccc1,-3,1,0.9,1,0.6,-17,36,11,-2,23
O=C(Nc1nc2ccccc2[nH]1)c1cc2ccccc2o1,75*,0.3,1.1,1,0.5,-8,-263,-5,-2,16
CCOC(=O)N1CCN(c2c(Nc3ccc4c(c3)OCCO4)c(=O)c2=O)CC1,-2,1,1,1.1,2.0,-19,0,-1,-6,-6
O=C1C(=O)N(CCN2CCOCC2)C(c2ccccn2)/C1=C(/O)c1ccc(Cl)cc1 (stereo not given),-3,1,0.9,1,0.3,-5,9,7,5,-3
CNC(=O)c1nnn(Cc2ccccc2)c1NC(C)=O,-1,1,1,1,-0.2,-7,-9,4,1,-5
CC(=O)c1cn(C)c(=O)n(C)c1=O,-4,1,1.3,1,2.8,-8,2,-28,-4,-4
Cc1cc(C)n(-c2ccc(C(F)(F)F)cc2[N+](=O)[O-])n1,-5,1,0.8,1,-1.0,-13,-10,15,-3,3
CCc1nnc(NC(=O)CSc2nnc(-c3ccc(S(=O)(=O)N(CC)CC)cc3)n2CC)s1,-2,1,0.9,1,3.5,-8,nt,12,4,-13
CN1CC=C2C(C#N)=C(N)C(C#N)(C#N)C(Cc3ccccc3)C2C1 (stereo not given),-4,1,0.9,0.9,0.9,-13,-9,11,7,17
CCOC(=O)CSc1nc(C)c(CC)c(C)c1C(N)=O,-8,1.1,0.9,1.1,-0.6,-7,4,9,-6,0
CCc1nnc(NC(=O)CSc2nc(-c3ccccc3)cc(-c3ccc(F)cc3)c2C#N)s1,-3,1,1,1,0.0,-8,13,1,-3,-6
CNC(=O)Cn1c(=O)n(C)c2ccccc21,2,1,0.8,1,1.6,-12,-4,15,-2,-3
COc1ccccc1-n1c(SCC(=O)N2CCOCC2)nc2cccnc21,2,1,1.2,1,0.1,-3,2,-17,1,-4
COc1ccc(NC(=S)NCCc2ccccc2OC)c(OC)c1,-2,1,0.7,1,2.4,-2,8,28,2,8
Cc1nc2ccc(-c3nc4ccc(N)cc4[nH]3)cc2[nH]1,78*,0.2,1,1,0.2,-11,-11,-3,-3,-7
Cn1c(-c2cc(Cl)ccc2O)nc2c1c(=O)[nH]c(=O)n2Cc1ccccc1,-8,1.1,1.3,1,3.8,-6,13,-31,-2,54*
COc1ccc(OC)c(S(=O)(=O)Nc2ccccc2SC)c1,-4,1,0.9,1.1,-0.6,-11,-7,14,-5,41
Cc1[nH]c2ccc(CNS(=O)(=O)c3ccc(S(=O)(=O)N4CCOCC4)cc3)cc2c1C,-4,1,0.9,1.1,2.9,-17,3,11,-6,9

# Ordered by value in bIAP inhibitor (highest first): some entries from above
molecule | bIAP inhibitor
CN=C1c2cc3cc(OC)ccc3n2CCN1Cc1ccccc1 | 11
CCOC(=O)CSc1nc(C)c(CC)c(C)c1C(N)=O | 9
N#Cc1ccccc1NC(=O)CSc1nnc(-c2ccccc2O)n1-c1ccccc1 | 8
CNC(=O)c1nnn(Cc2ccccc2)c1NC(C)=O | 4
CCOC(=O)N1CCN(c2c(Nc3ccc4c(c3)OCCO4)c(=O)c2=O)CC1 | -1
Cc1nc2ccc(-c3nc4ccc(N)cc4[nH]3)cc2[nH]1 | -3

# Next section:
SMILES,FLuc inhib CS,FLuc act counter,bIAP act,TNAP act hiacc,RAM inhibit,TNAP inh noacc,APP 5UTR inh,bIAP inhibitor,TNAP inh hi DEA,Lmaj promast
CCCN1C(=O)c2cc(C(=O)Nc3ccccc3CC)ccc2C1O (stereo not given),-2,1,0.9,1,-0.1,-16,-1,14,-4,-2
COc1ccc(S(=O)(=O)N[C@H](C(=O)O)C(C)C)cc1,-2,1,0.9,1,2.3,-12,-2,7,-4,4
CCCCC(=O)NC(=S)Nc1ccc(Cl)c(C(=O)O)c1,-3,1,1.1,1.1,1.2,-11,-26,-10,-8,-8
COc1ccc(Cn2c(O)c(C=Nc3ccc(OC)cc3)c3ccccc3c2=O)cc1,-6,1.1,0.8,1,4.0,-2,0,18,-1,18
Cc1ccc(S(=O)(=O)NCCCNS(C)(=O)=O)cc1,-4,1,0.9,1,-0.7,-4,-4,8,4,-6
Cc1ccc(SCCC(=O)NC2CC2)cc1,-4,1,1,1,1.5,-9,18,2,-1,-4
O=C(NC(=S)Nc1ccc(N2CCOCC2)c(Cl)c1)c1cncc(Br)c1,0,1,0.9,1,1.5,16,-6,11,-1,82*
N#CC(C#N)=C/C(C#N)=C(/N)N1CCN(c2ccc(Cl)cc2)CC1,-4,1,1,1,3.5,-4,-16,0,1,3
CSc1nc2ncc(C#N)cn2n1,-4,1,1.1,1,2.5,-7,-18,-7,-5,0
CC(=O)c1sc(N/N=C\c2cccc(Br)c2)nc1C,8,0.9,1.1,0.8,4.5,-8,-23,-9,24,10
Cc1ccc(C)c(Oc2nnnn2-c2ccccc2)c1,-7,1.1,0.7,1,-0.2,-8,9,32,-5,-2
Cc1cc(C)nc(NC(=O)c2csnn2)c1,-5,1.1,1.1,1,0.4,-7,-3,-10,-1,2
N=C1C(c2nc(-c3cccc([N+](=O)[O-])c3)cs2)=C(O)CN1NC(=O)c1ccco1,-1,1,1.3,1,2.1,-8,-8,-26,-2,12
COCCCNC(=O)CSc1nc2sc(C(=O)OC)c(C)c2c(=O)n1N,-4,1,0.9,1,0.5,-3,-8,6,-1,1
COc1ccc(C(C)(C)C)cc1NC(=O)Cn1cnnn1,-3,1,1.1,1,1.7,-6,-25,-10,-1,-16
CC1=C(C#N)C(c2ccccc2O)C(C#N)=C(C)N1,2,1,1,1,1.7,-7,-32,-1,0,3
Fc1ccc(CN2CCN3CCCC3C2C2CCCCC2)cc1F (stereo not given),-6,1.1,1,1,-0.3,-6,-2,4,0,99*
CC1(C)CC(=O)C=C(NCCCNC2CCCCC2)C1,0,1,1,1,0.6,-10,-15,-4,-4,0
COc1ccc(CCn2c(C)cc(C(=O)CSc3nc(N)cc(=O)[nH]3)c2C)cc1,-7,1.1,1,1.1,6.8,-17,12,1,-6,1
Cc1ccc(C(=S)NCS(=O)(=O)c2ccc(C)cc2)cc1,-7,1.1,1,1,0.1,8,-21,0,0,-3

# As entered above.
# bIAP act, `CC1=C(C#N)C(c2ccccc2O)C(C#N)=C(C)N1` reads 1
# FLuc inhib CS, `Cc1cc(NCc2ccccn2)ccc1Br` reads 3

# More structures follow.
SMILES,FLuc inhib CS,FLuc act counter,bIAP act,TNAP act hiacc,RAM inhibit,TNAP inh noacc,APP 5UTR inh,bIAP inhibitor,TNAP inh hi DEA,Lmaj promast
O=C(NCC1CCCO1)c1ccc(CNS(=O)(=O)c2ccc(F)c(Cl)c2)cc1 (stereo not given),-6,1.1,1,1.1,0.2,-16,-4,3,-8,1
CCOC(=O)C1CCCN(C(=O)C(C)(C)Oc2ccc(Cl)cc2)C1 (stereo not given),-8,1.1,1,1.1,-0.2,-7,3,3,-6,-5
CC(NC(=O)CN1CCN(c2ncccn2)CC1)c1ccc(F)cc1 (stereo not given),-7,1.1,1.1,1.1,2.4,-12,-5,-6,-8,-2
COc1ccc(/C=C/C(=O)NC(=S)Nc2ccc(S(=O)(=O)Nc3nccnc3OC)cc2)cc1,0,1,0.8,1,4.5,-13,-10,19,2,-11
CNC(=S)NCCc1c[nH]c2ccc(OC)cc12,-2,1,0.9,1,2.4,-5,22,12,-2,-5
CCCc1c(O)nc(SCc2ccccc2)[nH]c1=O,-3,1,0.9,1,0.7,-8,-12,6,-3,-6
CC(O)CC(C(=O)NNc1ccccc1)C(=O)NNc1ccccc1 (stereo not given),-2,1,1,1,0.9,-13,-8,-3,-3,63*
CSC1=NCCN1C(=O)c1ccc(S(=O)(=O)N2CCCCC2)cc1,-4,1,0.9,1,1.5,-6,-6,6,-1,-6
CN=Cc1nc(-c2ccccc2)oc1O,17,0.8,1.2,1,0.0,-4,-51,-20,-2,-6
